CASP6 VEID inh: inhibitors of human caspase-6; P55212; purified caspase-6, Z-VEID-R110 cleavage fluorescence; inhibition, % at 12.5 µM; hit rate 0.53% among 350,000; AID 686996;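 active = mean inhibition across replicates at least about 35%, with every replicate also reaching that limit, limit read from the data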;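 note: 0% = median of neutral control wells and 100% = no fluorescence left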
Target sequence (P55212 24-179 limits assumed): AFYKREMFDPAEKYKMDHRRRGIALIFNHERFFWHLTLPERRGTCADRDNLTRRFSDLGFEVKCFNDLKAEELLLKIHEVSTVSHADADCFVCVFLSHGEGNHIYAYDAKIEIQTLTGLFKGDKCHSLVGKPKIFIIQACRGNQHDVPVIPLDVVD
Target sequence (P55212 194-293 limits assumed): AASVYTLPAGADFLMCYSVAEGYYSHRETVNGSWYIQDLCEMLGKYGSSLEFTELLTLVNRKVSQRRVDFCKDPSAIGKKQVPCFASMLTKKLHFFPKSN
PAX8 reporter: inhibitors of PAX8 transcriptional activity in RMG-I cells | RMG-I TPO-luciferase reporter, SteadyGlo, 24 h | inhibition, % at 12.6 µM | hit rate 1.2% among 360,000 | AID 652154;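 active = mean replicate inhibition at least 60% with every replicate also reaching 60%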;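 note: luciferase light reporting Pax8 driven TPO promoter activity; plate controls were median of neutral control wells for no effect and mitoxantrone controls for full effect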
Cneo AK release: Cryptococcus neoformans lysis via adenylate kinase release; C. neoformans lysis, adenylate kinase release luminescence, 4 h; normalised: neutral wells 0, clomiphene wells 100; hit rate 0.2% among 360,000; lysis activity, % at 15 µM;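 active = mean lysis activity across replicates of at least 80%, whatever share of replicates individually reach that level; inactive = mean lysis activity below 80%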
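Test system: log-phase Cryptococcus neoformans yeast cells; Quantity: yeast cell density of 5 × 10^6 cells/mL; Buffer or medium: YPD; Doses: single compound concentration per well; Timing: 4 h at 37 °C static, read 1 h later; Measured by: AK luminescence; Read-out basis: lysis from increased AK signal; Control set: Clomiphene as positive control.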
PGC1a acetyl inh: lowers PGC1a acetylation signal in U2OS cells | AlphaScreen anti-acetyl-lysine; with virally co-expressed GCN5 acetyltransferase | inhibition, % at 15.6 µM | hit rate 0.17% among 350,000;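 active = every replicate shows inhibition of at least 40%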;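 note: 0% = neutral control wells and 100% = positive control wells; some results beyond the cut were filed as inactive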
FN deposition inh: fibronectin deposition inhibition; AH1F fibroblasts, Alexa488-fibronectin deposition fluorescence, overnight; inhibition, % at 12.6 µM; hit rate 0.086% among 350,000; AID 743247;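 active = mean inhibition across replicates of 30% or more, regardless of how many single replicates reach that level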;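 note: positive control wells lacked labelled fibronectin entirely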
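test system = AH1F fibroblasts assembling fluorescent fibronectin matrix | quantity = 10000 AH1F cells per well | buffer or medium = DMEM plus 2% serum, read in PBS | doses = single dose, pinned | incubation = 1 h cell attachment, overnight exposure to compound and label | detection = fluorescence at 485 nm excitation, 525 nm emission | read-out basis = inhibition from reduced deposited-fibronectin fluorescence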
miR122 inh: miR-122 inhibition in Huh7 cells. Huh7 miR-122 Renilla luciferase sensor, 48 h; neutral wells = 0, positive control = 100. activation (reporter increase), % at 12.5 µM. hit rate 0.3% among 340,000;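 active = mean replicate activation score at least 90 and every replicate individually at or above 90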;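 note: higher luciferase means less miR-122 activity so hits act as miR-122 inhibitors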
EWS-Fli inh: EWS/Fli transcriptional activity inhibition. inhibition, % at 12.6 µM. AID 651661. hit rate 0.67% among 350,000. A673 NR0B1-luciferase reporter, viability-normalised;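 active = mean inhibition of at least 50% after viability correction, with every replicate also passing that limit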;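 note: firefly luciferase signal divided by Alamar Blue viability fluorescence both relative to DMSO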
LGR2 antag: blocks bursicon-induced cAMP signaling via Drosophila LGR2 | HEK293 LGR2, CRE-luciferase, bursicon-stimulated, 4 h | inhibition, % at 9.99 µM | hit rate 0.35% among 380,000;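 active = drop in luminescence signal, shown as inhibition above about 50% in the replicate tests, limit read from the data, passing the limit was not always enough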;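 note: agonist challenge used bursicon conditioned medium at about half maximal strength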
The depositor's hits bear a star; . = not tested or not shown; [ ] = dose if it differs, or a comment.

smiles,CASP6 VEID inh,PAX8 reporter,miR122 inh,FN deposition inh,LGR2 antag,EWS-Fli inh,Cneo AK release,PGC1a acetyl inh
O=C(c1ccc(CS(=O)Cc2cccc(Cl)c2)o1)N1CCN(c2ccc(F)cc2)CC1 (configuration not stated),1,12,-6,14,17,8,3,2
CCOc1c(Br)cc(/C=C2\N=C(C)OC2=O)cc1Br,10,10,.,-2,-18,4,1,5
Cc1[nH]c(C)c(S(=O)(=O)N(C)Cc2ccccc2)c1C(=O)N1CCCC1,1,1,7,-17,-2,4,-1,6
Cc1ccc(NC(=S)N(CCN2CCOCC2)Cc2ccccc2F)cc1Cl,9,-5,-2,-3,-1,21,1,4
O=C(NCc1ccc(C(F)(F)F)cc1)c1ccc(-c2cccnc2)c2ccoc12,21,-115,4,9,-42,-32,1,-9
CC(C)CC#Cc1ccc2c(c1)O[C@H](CN(C)C(=O)NC1CCCC1)[C@@H](C)CN([C@@H](C)CO)S2(=O)=O,1,.,43[16.7 µM],-4,3,19,-4,-8
CCCC#Cc1ccc([C@H]2[C@H]3CN(S(C)(=O)=O)CCCCN3[C@H]2CO)cc1,-5,4,10[16.7 µM],.,11,-2,-2,0
Cc1cc(N2CCCCC2)nc(N2CCOCC2)n1,.,10,-2,-4,.,.,-3,-2
CCCN1CN(Cc2ccco2)c2nc3ccccc3n2C1,2,.,-3,3,-2,.,-1,0
COCC(=O)N1CC2(C1)[C@H](c1ccc(-c3ccc(F)cc3)cc1)[C@@H](CO)N2C(C)=O,-2,.,.,.,10,-7,.,10
C[C@@H]1CN([C@H](C)CO)C(=O)c2cc(NC(=O)Cn3cnnn3)ccc2O[C@H]1CN(C)Cc1ccccc1,1,-20,2[16.7 µM],4,-7,0,-5,.
Cc1ccc(S(=O)(=O)Nc2cccc3c2O[C@H](CN(C)C(=O)Nc2cccc4ccccc24)[C@@H](C)CN([C@H](C)CO)C3=O)cc1,.,20,6[16.7 µM],.,-3,-28,.,-23
C/C(=N\NC(=O)c1ccc(F)cc1)c1cccc(NC(=O)c2cccc(F)c2)c1,6,-2,.,.,-10,.,-2,.
COc1ccc(CNC(=O)C2CCCN(c3nc4ccccc4o3)C2)c(OC)c1 (configuration not stated),2,.,7,.,-3,6,.,-3
CN(Cc1ccccc1)C(=O)c1ccc(NC(=O)Cc2cccc(NC(=O)C3CCN(C(=O)C4CCCCC4)CC3)c2)cc1,-3,-3,-2,-5,-16,5,1,-5
CC(C)Cn1c(=S)[nH]c2cc(C(=O)NCc3ccccc3F)ccc2c1=O,-1,-18,-2,-6,7,10,-2,-3
C(=N\N1CCN(Cc2ccccc2)CC1)/c1cccnc1,.,.,-2,.,-2,.,1,3
Nc1nc(-c2ccc([N+](=O)[O-])cc2)c(C(=O)Nc2ccc(Cl)cc2)s1,0,1,2,4,-4,8,0,15
O=C(Nc1ccc(Cl)cc1)N1CCC(c2nc(-c3ccc(F)cc3)no2)CC1,2,.,-7,.,-15,-17,-3,-19
N#Cc1ccc(-c2ccc(OCC(O)CN3CCOCC3)cc2)cc1 (configuration not stated),-6,5,.,.,-1,6,.,.
O=C(CSc1c2c(nc3ccccc13)CCCC2)NCc1ccco1,15,1,.,4,5,3,.,.
CN(C)C(=O)c1cccc(-c2ccc([C@@H]3[C@H](CO)N4CCCCN(Cc5cccnc5)C[C@@H]34)cc2)c1,1,-36,-8[16.7 µM],.,13,-5,-2,4
O=C(C[C@H]1CC[C@H](NC(=O)CN2CCOCC2)[C@@H](CO)O1)NC1CCCCC1,1,-17,.,6,4,-3,-4,7
Cc1noc(C)c1NC(=O)N[C@@H]1CC[C@H](CC(=O)Nc2ccccc2)O[C@@H]1CO,-2,.,.,.,-12,2,3,-1
COC(=O)c1ccc2c(CCO)c[nH]c2c1,0,-48,-5,-5,-18,-1,-2,34
Cc1nc2scc(C)n2c(=O)c1S(=O)(=O)NCCc1ccc(Cl)cc1,-2,-7,24,3,2,12,4,-10
C[C@@H]1CCCCO[C@H](CN(C)C(=O)Nc2cccc3ccccc23)[C@H](C)CN([C@@H](C)CO)C(=O)c2cc(NC(=O)Nc3cccc4ccccc34)ccc2O1,0,-1,5[16.7 µM],-10,-16,0,1,-3
Cc1ccccc1NS(=O)(=O)c1ccc(NC(=O)c2nc3ncccn3n2)cc1,4,.,-1,-4,12,.,6,11
CNC[C@H]1Oc2ccc(NC(=O)Nc3ccc(OC)cc3)cc2CC(=O)N([C@H](C)CO)C[C@@H]1C,2,-9,1[16.7 µM],.,-4,0,-6,-2
C[C@@H]1CCCCO[C@H](CN(C)C(=O)Nc2ccc(F)cc2)[C@@H](C)CN([C@@H](C)CO)C(=O)c2cc(NC(=O)Cc3ccccc3)ccc2O1,-1,4,-1[16.7 µM],.,-5,-2,-1,10
CCCCOC(=O)c1ccc(NC(=O)C(=O)NCCN(C)C)cc1,-6,-74,-3,-1,5,-17,-1,-4
O=C(c1ccoc1)N1CCC2(CC1)Oc1ccc(F)cc1C(=O)C21CC(c2ccccc2)=NO1 (configuration not stated),-1,1,-8,3,-12,2,-12,.
O=[N+]([O-])c1ccc(C(O)C(CO)NC(=S)Nc2ccccc2)cc1 (configuration not stated),2,-3,.,-4,2,3,.,.
CO[C@H]1CN(C)C(=O)c2ccc(NC(C)=O)cc2OC[C@@H](C)N(Cc2cccnc2)C[C@@H]1C,.,.,0[16.7 µM],.,2,-1,.,-6
COc1ccc(C2Nc3ccccc3C(=O)N2c2ccccc2)cc1CN1CCOCC1 (configuration not stated),-2,-6,4,.,13,-2,1,.
Cc1cccc(-c2cc3nc(C)c(C)c(NCCCn4ccnc4)n3n2)c1,-5,12,-5,6,-16,-9,3,-10
O=C(Nc1cccnc1)c1cc(-c2ccccc2O)on1,2,11,-3,-2,-18,9,.,6
O/N=C/c1ccc(OCc2ccccc2)c(Br)c1,.,-123,-3,0,-86,.,-8,1
O=C(CSc1ncnc2c1cnn2-c1ccccc1)NC1CCS(=O)(=O)C1 (configuration not stated),10,30,3,14,2,1,2,-3
S=C(NCCN1CCOCC1)N/N=C/c1cccs1,-1,-11,.,18,-6,9,.,.
C[C@@H]1CCCCO[C@@H](CN(C)S(=O)(=O)c2ccc(Cl)cc2)[C@@H](C)CN([C@H](C)CO)C(=O)c2cc(NC(=O)NC3CCCCC3)ccc2O1,-3,2,7[16.7 µM],.,-7,-2,-5,1
C[C@H]1CN([C@@H](C)CO)C(=O)c2cc(NS(=O)(=O)c3ccc(F)cc3)ccc2O[C@H]1CN(C)Cc1ccncc1,-1,-2,3[16.7 µM],.,11,3,-3,-2
COc1ccc(S(=O)(=O)N(C)C[C@@H]2OCCCC[C@H](C)Oc3ccc(NC(=O)c4ccncc4)cc3C(=O)N([C@H](C)CO)C[C@H]2C)cc1,2,-2,8[16.7 µM],7,1,-10,5,-2
O=C(Nc1cccc(Cl)c1)N[C@H]1CC[C@@H](CCNC(=O)C2CCOCC2)O[C@@H]1CO,-2,-5,.,.,-9,-6,-3,-1
CN1CC2(Cc3c1ccc1ccccc31)C(=O)OC(C)(C)OC2=O,.,28,3,6,.,.,-5,-45
Cc1nc2scc(C)n2c(=O)c1S(=O)(=O)NCc1ccccc1,0,12,.,18,6,7,1,.
COc1ccc([N+](=O)[O-])cc1NC(C)C,0,4,-3,-1,17,-14,2,3
CCN1CCN(/C=N/c2nc(C)cs2)CC1,0,.,-4,.,-12,-31,-3,-1
CCc1ccccc1Nc1nc(N)nc(COC(=O)c2cccn2C)n1,.,.,3,5,.,.,1,-5
O=C(CSc1ccc2ccccc2c1)NCCc1ccc(O)c(O)c1,12,17,-8,.,5,37,0,11

(list continues)
smiles,CASP6 VEID inh,PAX8 reporter,miR122 inh,FN deposition inh,LGR2 antag,EWS-Fli inh,Cneo AK release,PGC1a acetyl inh
O=C(NCc1ccc2c(c1)OCO2)C(=O)NCC1OCCCN1S(=O)(=O)c1cc(F)ccc1F (configuration not stated),-1,2,-5,5,-1,7,2,-2
COc1ccc(NC(=O)CSC2=NC(=O)CC(C)=N2)cc1,1,.,-2,.,-3,.,0,-2
C=CCn1c(SCC(=O)N(CC)C2CCS(=O)(=O)C2)nc2ccccc2c1=O (configuration not stated),-2,10,-2,-18,5,-5,.,-3
COc1ccccc1CN1CCNC(=O)C1CC(=O)N(C)Cc1nc(C)cs1 (configuration not stated),-5,14,3,-4,11,3,1,.
Cc1cc(C)cc(NC(=O)c2sc3nc(C)cc(C)c3c2N)c1,-1,-154,0,7,-55,-155,0,-1
NC(=O)c1cc(S(=O)(=O)NCCCc2ccco2)cs1,-2,20,2,-2,0,15,9,4
CCOC(=O)c1cc(C#N)c(NCc2ccccc2)nc1C,.,.,-5,.,5,.,0,4
CCc1ccc(OCC(=O)O/N=C(\N)c2cccnc2)cc1,1,12,-5,3,-82,-39,-3,-6
COc1ccc(/C(C)=N/NC(=O)c2nc(C)cc(C)n2)cc1,.,-41,-4,3,.,.,1,-14
CC(C)(C)Cc1nnc(NC(=O)c2cc(-c3ccccc3)nc3ccccc23)s1,.,3,-3,-3,.,.,1,-6
Cc1ccc(C(=O)N2CCN(CCNC(=O)C(=O)Nc3ccc(Cl)cc3)CC2)cc1,1,-2,2,.,-5,.,0,-2
CN(C)c1ccc(NC(=O)Nc2ccc3c(c2)c(=O)n(C)n3-c2ccccc2)cc1,-2,31,-8,.,5,4,5,8
COc1cccc(-c2ccc3n(c2=O)C[C@H]2[C@H](CO)[C@@H](C(=O)NC4CCC4)[C@@H]3N2C)c1,-1,.,-3[16.7 µM],.,2,3,-3,.
CCCCOc1ccc(C(=O)NCC(=O)NNC(=O)c2ccco2)cc1,2,.,-6,-2,-9,-4,.,-3
COc1cccc(N/C(SCc2cccc([N+](=O)[O-])c2)=C(/C#N)C(N)=O)c1,-5,9,.,-7,14,-1,.,.
Cc1noc(C)c1NC(=O)N(C)C[C@@H]1OCCCC[C@@H](C)Oc2ccc(NC(=O)Nc3ccc(F)cc3)cc2C(=O)N([C@H](C)CO)C[C@@H]1C,-1,-5,1[16.7 µM],4,9,-9,-2,2
CO[C@@H]1CN(C)C(=O)c2ccc(NS(=O)(=O)c3cccc(C)c3)cc2OC[C@@H](C)N(Cc2cc(F)ccc2F)C[C@H]1C,2,27,.,-11,1,25,-42,6
C[C@@H]1CN([C@@H](C)CO)C(=O)c2cccc(NC(=O)c3cnccn3)c2O[C@@H]1CN(C)C(=O)Nc1ccc2c(c1)OCO2,-1,.,-2[16.7 µM],2,3,0,38,-4
Cc1ccccc1NC(=O)Cc1nc(-c2c[nH]c(C(=O)N3CCCC3)c2)cs1,4,20,2,-6,1,19,1,-2
c1ccc(C(c2ccccc2)c2ccn[nH]2)cc1,3,-3,.,4,-6,-27,.,.
c1cn(CCCNC2CCCCCCC2)cn1,-9,15,2,-6,-8,-6,-8,1
O=C(Nc1ccccc1)c1ccc(NCc2ccco2)c(S(=O)(=O)N2CCOCC2)c1,.,5,4,-5,.,.,-1,-26
CN1CCN(NS(=O)(=O)c2ccc(Cl)s2)CC1,-7,-12,0,3,10,7,4,0
